CIT2 TOR yeast: modulators of TOR pathway CIT2-GFP in S. cerevisiae; S. cerevisiae CIT2-GFP strain, flow cytometry, 3 h; 100 means same as DMSO wells; GFP response vs DMSO, % at 10 µM; 320,000 tested, 0.065% active;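 active = GFP response relative to DMSO above a set limit, near the screen mean plus 3 SD, cut at about 150% in these data; inconclusive = Fewer than 70 cells measured for a yeast strain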;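 also: ratio of well median GFP fluorescence to mean of DMSO wells on the plate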
MEX-5 binding: C. elegans MEX-5 TCR-2 RNA binding activity; AID 1832; Q9XUB2; activity score (negative = inhibition of binding), % at 10 µM; 300,000 tested, 0.38% active; MEX-5/FITC-TCR2 RNA binding, fluorescence polarization; stronger effect = lower value;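 active = inhibition past about -25% in most replicates, and total fluorescence under double the plate's negative control median, limit read from the data; inconclusive = replicates evenly split on the limit, or fluorescence at least double controls; inactive = too little inhibition in most replicates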;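 also: 0% = DMSO and -100% = 5 µM competing unlabeled TCR2 RNA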
MCL1 BIM primary: disrupts human MCL1 binding to BIM-BH3 peptide; inhibition, % at 10.9 µM; GST-MCL1 / FITC-Bim-BH3 fluorescence polarization; 320,000 tested, 0.68% active; Q07820;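 active = inhibition above the mean inhibition of all tested compounds plus 3 SD, set per campaign, cut at about 40% in these data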;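 also: 0% = DMSO wells and 100% = unlabeled Bim-BH3 peptide control; higher means more loss of mP so more displacement of Bim peptide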
Target sequence (Q07820 whole entry, looked up): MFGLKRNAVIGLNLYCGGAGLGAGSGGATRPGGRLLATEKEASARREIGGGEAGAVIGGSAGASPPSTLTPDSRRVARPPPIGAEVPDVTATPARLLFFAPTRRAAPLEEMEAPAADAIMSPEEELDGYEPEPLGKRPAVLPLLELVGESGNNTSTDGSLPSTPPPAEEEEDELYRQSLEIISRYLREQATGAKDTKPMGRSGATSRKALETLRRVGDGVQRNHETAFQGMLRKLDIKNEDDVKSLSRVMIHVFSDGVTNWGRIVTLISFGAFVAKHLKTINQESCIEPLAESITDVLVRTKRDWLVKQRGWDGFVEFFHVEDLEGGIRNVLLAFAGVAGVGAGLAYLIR
AGP1 TOR yeast: yeast TOR pathway AGP1-GFP modulation | S. cerevisiae AGP1-GFP multiplex flow cytometry, 3 h; GFP as percent of DMSO wells | GFP response vs DMSO, % at 10 µM | 320,000 tested, 0.02% active;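 active = GFP response relative to DMSO above a set limit, near screen average plus 3 SD, cut at about 150% in these data; inconclusive = fewer than 70 cells counted for the yeast strain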;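 also: median GFP channel fluorescence of the gated AGP1 strain per well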
Fam108B counter: Fam108B inhibition, counter-screen for RBBP9 inhibitors; recombinant Fam108B, FP-Rh probe fluorescence polarization; 300,000 tested, 0.33% active; inhibition, % at 9.51 µM; AID 1947;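 active = inhibition above the screen mean inhibition plus 3 SD, computed separately per campaign, cut at about 18% in these data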;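 also: inhibitors lower polarization as less probe binds the enzyme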
BCLXL inh: Bcl-xL (human) inhibition; GST-Bcl-xL / FITC-Bim BH3 peptide fluorescence polarization; Q07817; AID 2129; 320,000 tested, 0.7% active; inhibition, % at 10.9 µM;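 active = inhibition above the mean of all tested compounds plus 3 SD, cutoff set per campaign, cut at about 30% in these data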;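 also: 0% = DMSO wells and 100% = unlabeled Bim-BH3 peptide competitor; inhibitors lower millipolarization by displacing the labeled peptide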
Target sequence (Q07817 whole entry, looked up): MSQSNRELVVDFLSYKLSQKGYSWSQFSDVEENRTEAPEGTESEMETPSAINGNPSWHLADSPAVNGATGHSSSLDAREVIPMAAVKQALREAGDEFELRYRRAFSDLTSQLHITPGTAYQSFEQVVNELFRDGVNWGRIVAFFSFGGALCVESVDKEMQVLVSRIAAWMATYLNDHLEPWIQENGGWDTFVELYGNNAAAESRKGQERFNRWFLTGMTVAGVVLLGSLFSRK
VLA-4 inh: inhibition in a human VLA-4 binding assay; P13612; inhibition, % (about 7 µM as worked out from the volumes in the protocol); 330,000 tested, 0.2% active; VLA-4 expressing cells, ligand binding flow cytometry; in the data active = inhibition above about 50%
GRK2 inh: inhibitors of human GRK2 displacing RNA aptamer. bead flow cytometry, FAM-aptamer displacement from GRK2. inhibition of aptamer binding, % at 10 µM. 330,000 tested, 0.59% active. AID 488847;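 active = inhibition of aptamer binding above 40%, roughly 3 SD of noise, on plates passing a quality check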;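 also: median bead fluorescence of bound FAM aptamer so fluorescent compounds give negative values; no value below 0 was filed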
GLD-1 RNA inh: GLD-1-TGE RNA interaction inhibition (C. elegans); Q17339; purified GLD-1 + fluorescein TGE RNA, fluorescence polarization; 320,000 tested, 0.44% active; inhibition, % at 5.96 µM;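 active = percent inhibition above a per-plate cutoff, the plate mean of test compounds plus 3 SD, cut at about 30% in these data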;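 also: 0% = DMSO wells with GLD-1 and probe and 100% = wells lacking GLD-1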
Target sequence (Q17339 whole entry, looked up): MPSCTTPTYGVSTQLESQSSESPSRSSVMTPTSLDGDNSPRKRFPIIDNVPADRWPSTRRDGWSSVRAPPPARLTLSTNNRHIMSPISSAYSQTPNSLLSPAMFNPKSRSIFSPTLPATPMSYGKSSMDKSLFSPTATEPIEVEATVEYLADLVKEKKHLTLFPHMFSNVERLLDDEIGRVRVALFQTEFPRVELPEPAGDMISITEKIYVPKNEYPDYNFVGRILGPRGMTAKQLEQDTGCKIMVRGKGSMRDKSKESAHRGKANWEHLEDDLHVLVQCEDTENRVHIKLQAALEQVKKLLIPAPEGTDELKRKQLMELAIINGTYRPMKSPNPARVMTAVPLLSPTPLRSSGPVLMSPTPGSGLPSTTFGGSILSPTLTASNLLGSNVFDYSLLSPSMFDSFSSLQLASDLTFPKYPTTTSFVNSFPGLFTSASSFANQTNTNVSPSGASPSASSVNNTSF
An asterisk follows results filed as active; ? = inconclusive; . = not tested or not shown.

(1) O=C(CNCC1CCCO1)Nc1ccccc1N1CCCCCC1 (centres undefined)
(2) COc1ccc(Cn2nnnc2CN2CCOCC2)cc1
(3) CCc1nnc(N/N=C/c2c(C)[nH]c3ccccc23)n1N
(4) N#C/C(=C(/O)COC(=O)CCCNC(=O)c1ccc(Cl)cc1)c1nc2ccccc2[nH]1
(5) O=C1NC2=C(C(=O)CCC2)C(c2ccccc2Cl)N1 (centres undefined)
Assay by compound,1,2,3,4,5
GLD-1 RNA inh,-3,-1,-1,0,-3
AGP1 TOR yeast,96,101,93,102,96
MEX-5 binding,0.1,1.0,2.0,0.1,0.7
CIT2 TOR yeast,104,103,90,95,94
VLA-4 inh,1,10,-13,-5,4
Fam108B counter,2,3,-3,3,3
GRK2 inh,4,2,0,0,0
BCLXL inh,11,5,6,9,6
MCL1 BIM primary,11,10,4,7,3

(6) COc1ccc(CN(C)C(=O)CNC(=O)Cc2cccc3ccccc23)c(OC)c1OC
(7) CCCc1ccc(OCC(=O)Nc2cc(S(=O)(=O)CC)ccc2O)cc1
(8) Cc1ccc(C(C)(C)C)cc1S(=O)(=O)Nc1ncnc2sccc12
(9) COc1cccc(NC(=O)C2C(c3ccccc3)C2(Cl)Cl)c1 (centres undefined)
(10) C=C(C)C1CC=C(C)/C(=N/NC(=O)c2cccc([N+](=O)[O-])c2)C1 (centres undefined)
Assay by compound,6,7,8,9,10
GLD-1 RNA inh,4,-4,-1,-1,1
AGP1 TOR yeast,96,95,91,101,108
MEX-5 binding,-4.6,3.3,.,1.0,-0.9
CIT2 TOR yeast,97,104,82,102,105
VLA-4 inh,-2,14,-9,9,-1
Fam108B counter,3,-3,.,-6,-2
GRK2 inh,0,3,0,0,2
BCLXL inh,5,9,4,-1,2
MCL1 BIM primary,-2,2,3,7,2

(11) Cc1[nH]c2ccc(C(=O)N3CCN(c4ccccc4Cl)CC3)cc2c1C
(12) Cc1ncc([N+](=O)[O-])n1CCOC(=O)Nc1ccc([N+](=O)[O-])cc1
(13) Cc1cccc(N2C(=O)c3cccc4cccc(c34)C2=O)c1
(14) c1ccc2c(NCC3CCCO3)nc(N3CCCCC3)nc2c1 (centres undefined)
(15) CC(C)N(C(=O)COC(=O)c1ccc(Cl)s1)c1ccccc1
Assay by compound,11,12,13,14,15
GLD-1 RNA inh,1,3,2,11,2
AGP1 TOR yeast,99,107,35,99,96
MEX-5 binding,3.2,-5.0,-1.3,-2.5,.
CIT2 TOR yeast,97,108,99,104,86
VLA-4 inh,4,7,9,7,15
Fam108B counter,2,4,2,-1,.
GRK2 inh,2,0,3,0,0
BCLXL inh,-4,6,-1,1,1
MCL1 BIM primary,-7,6,2,-8,-1

Compounds above containing a halogen, in the order listed:
(4) N#C/C(=C(/O)COC(=O)CCCNC(=O)c1ccc(Cl)cc1)c1nc2ccccc2[nH]1
(5) O=C1NC2=C(C(=O)CCC2)C(c2ccccc2Cl)N1 (centres undefined)
(9) COc1cccc(NC(=O)C2C(c3ccccc3)C2(Cl)Cl)c1 (centres undefined)
(11) Cc1[nH]c2ccc(C(=O)N3CCN(c4ccccc4Cl)CC3)cc2c1C
(15) CC(C)N(C(=O)COC(=O)c1ccc(Cl)s1)c1ccccc1
Assay by compound,4,5,9,11,15
GLD-1 RNA inh,0,-3,-1,1,2
AGP1 TOR yeast,102,96,101,99,96
MEX-5 binding,0.1,0.7,1.0,3.2,.
CIT2 TOR yeast,95,94,102,97,86
VLA-4 inh,-5,4,9,4,15
Fam108B counter,3,3,-6,2,.
GRK2 inh,0,0,0,2,0
BCLXL inh,9,6,-1,-4,1
MCL1 BIM primary,7,3,7,-7,-1

(cont.)
(16) CSc1ccccc1OCc1cc(C(=O)NCCC2=CCCCC2)no1
(17) COc1ccc(C2CC(O)(c3ccccc3)Oc3cc(OC)ccc32)cc1 (centres undefined)
(18) Cc1ccc(OCC(=O)Nc2cccc(S(=O)(=O)N3CCCCCC3)c2)cc1C
(19) CCOc1ccccc1NC(=O)CCN(c1ccc(C)cc1)S(=O)(=O)c1ccccc1
(20) O=C(Nc1cccc(NC(=O)c2ccc(Cl)cc2)n1)c1ccc(Cl)cc1
Assay by compound,16,17,18,19,20
GLD-1 RNA inh,0,-9,8,2,2
AGP1 TOR yeast,101,.,108,84,95
MEX-5 binding,0.8,-1.7,-1.2,-2.4,-0.9
CIT2 TOR yeast,107,.,95,85,96
VLA-4 inh,-9,.,9,-8,27
Fam108B counter,1,0,-18,-5,-3
GRK2 inh,10,.,2,1,0
BCLXL inh,-2,3,2,4,3
MCL1 BIM primary,-6,4,0,9,3

(21) CCCN(CC(=O)Nc1ccccc1C)C(=O)C1CCN(C(=O)Nc2ccccc2)CC1
(22) Cc1ccc(C(=O)Nc2ccncc2)cc1[N+](=O)[O-]
(23) Cc1nnc(SCCn2c(N(C)Cc3ccccc3)nc3c2c(=O)n(C)c(=O)n3C)s1
(24) COc1ccc(OC)c(N/C=C2/CCCCC2=O)c1
(25) COC(=O)Cn1c(=O)c(C(=O)CCl)c(N)n(Cc2ccccc2)c1=O
Assay by compound,21,22,23,24,25
GLD-1 RNA inh,3,-1,3,-2,-5
AGP1 TOR yeast,110,106,100,89,111
MEX-5 binding,-0.2,-3.3,1.8,2.1,3.0
CIT2 TOR yeast,108,101,.,102,111
VLA-4 inh,46,2,3,4,12
Fam108B counter,2,0,1,2,-3
GRK2 inh,0,0,0,2,1
BCLXL inh,-6,10,-1,-3,0
MCL1 BIM primary,-2,2,0,-2,-3

(26) COc1ccc(C(=O)C2CCCN(C(=O)c3cccc(Cl)c3F)C2)cc1OC (centres undefined)
(27) Cc1ccc2c(COC(=O)c3ccccc3Cl)cc(=O)oc2c1
(28) CCOC(=O)c1cc(-c2ccc(OC(F)F)cc2)nc2c1c(=O)[nH]c(=O)n2C
(29) CCOP(=O)(OCC)C(NC(=O)c1ccc(OC)c(OC)c1)c1ccccc1 (centres undefined)
(30) CSc1ncccc1C(=O)OCC(=O)NC(C)(C)C
Assay by compound,26,27,28,29,30
GLD-1 RNA inh,2,-1,-3,4,-6
AGP1 TOR yeast,98,91,103,87,102
MEX-5 binding,-1.5,-2.9,-1.3,1.2,-1.0
CIT2 TOR yeast,100,92,97,84,77
VLA-4 inh,5,-2,-3,-2,8
Fam108B counter,-3,-5,-1,-1,3
GRK2 inh,4,2,2,0,0
BCLXL inh,4,-1,2,-8,1
MCL1 BIM primary,4,-3,3,-5,2

(31) CN(c1ncnc(N)c1[N+](=O)[O-])C1CCCCC1
(32) Cc1oc2c(CN3CCCCC3)c(O)ccc2c(=O)c1-c1ccc(Cl)cc1
(33) C[C@]12C=CC(=O)C=C1CC[C@H]1[C@@H]3C[C@@H](O)[C@](O)(C(=O)CO)[C@@]3(C)C[C@H](O)[C@@]12F
(34) O=C(NNC(=O)c1ccccc1F)c1ccc2[nH]c(=O)c(=O)[nH]c2c1
(35) Cc1ccc(S(=O)(=O)N2CCN(C(=O)N(C)C)CC2)cc1C
Assay by compound,31,32,33,34,35
GLD-1 RNA inh,-9,3,4,-3,6
AGP1 TOR yeast,106,108,99,106,92
MEX-5 binding,0.7,0.5,-1.9,-6.2,0.8
CIT2 TOR yeast,97,97,106,104,97
VLA-4 inh,4,9,-13,2,-6
Fam108B counter,-1,0,-4,5,3
GRK2 inh,5,1,3,3,2
BCLXL inh,-1,1,-2,16,2
MCL1 BIM primary,-7,-4,-4,9,2

(36) O=C(Nc1ccccc1)C1=C(O)CC(c2ccco2)CC1=Nc1ccccc1 (centres undefined)
(37) COc1nc(-c2cccc([N+](=O)[O-])c2)nc2ccccc12
(38) Cc1ccc(NC(=O)CSc2nnc(NC(=O)C(C)C)s2)c(C)c1
(39) O=C(COc1ccccc1Cl)N(Cc1ccco1)C1CCS(=O)(=O)C1 (centres undefined)
(40) Cc1cccc(C(=O)NC2CCN(CC(=O)Nc3ccccc3Cl)CC2)c1
Assay by compound,36,37,38,39,40
GLD-1 RNA inh,-3,-3,-1,5,-1
AGP1 TOR yeast,106,112,110,99,100
MEX-5 binding,0.6,2.1,1.6,2.0,-1.7
CIT2 TOR yeast,100,104,105,96,95
VLA-4 inh,-6,2,12,17,7
Fam108B counter,1,0,-1,1,4
GRK2 inh,3,0,0,1,0
BCLXL inh,2,5,6,1,8
MCL1 BIM primary,5,1,5,4,6

(41) COC(=O)C(NC(=O)CCc1nnc2ccc(N3CCC(C)CC3)nn12)C(C)C (centres undefined)
(42) CS(=O)(=O)c1ccccc1-c1nc(-c2cccc(Cl)c2)no1
(43) CC(C)CCC(O)(c1ccccc1)C(CN1CCOCC1)c1ccccc1 (centres undefined)
(44) COc1ccc(S(=O)(=O)N2CCCC2)cc1NC(=O)c1ccccc1F
(45) CCc1ccccc1Nc1nc(N)nc(COC(=O)CCNS(=O)(=O)c2ccccc2)n1
Assay by compound,41,42,43,44,45
GLD-1 RNA inh,-15,5,.,-3,-2
AGP1 TOR yeast,99,99,109,97,103
MEX-5 binding,-0.2,1.7,0.7,0.4,-0.2
CIT2 TOR yeast,103,84,106,104,102
VLA-4 inh,1,13,1,1,4
Fam108B counter,-1,-3,.,-1,-4
GRK2 inh,0,0,0,1,0
BCLXL inh,-1,6,.,-8,-3
MCL1 BIM primary,2,1,.,-7,-3

(46) NC(=NCCc1ccccc1)NC(=O)c1cc(Cl)ccc1O
(47) CCOc1cc(C(N)=O)cc(Cl)c1OCC
(48) COc1ccc(S(=O)(=O)N2CCC[C@H]2C(=O)NCc2ccc(Cl)cc2)cc1
(49) Cc1onc(-c2ccccc2Cl)c1C(=O)Nc1cccc2cccnc12
(50) Cc1csc2nc(COC(=O)c3cccc(N(C)C)c3)cc(=O)n12
Assay by compound,46,47,48,49,50
GLD-1 RNA inh,-5,10,4,5,5
AGP1 TOR yeast,107,98,100,?,95
MEX-5 binding,-0.9,3.5,2.5,-0.7,.
CIT2 TOR yeast,100,103,107,?,93
VLA-4 inh,1,0,0,-7,-6
Fam108B counter,1,-3,2,-8,.
GRK2 inh,2,3,0,35,2
BCLXL inh,6,-5,2,0,4
MCL1 BIM primary,-6,-10,5,5,12

(51) S=C(NCc1ccco1)N/N=C/c1cccnc1
(52) CCC(C)(C(=O)NC1CCCC1)N(Cc1ccco1)C(=O)c1ccccn1 (centres undefined)
(53) O=C(COC(=O)C1CCN(S(=O)(=O)c2cccs2)CC1)c1cc2ccccc2o1
(54) Cc1ccc(C)c(C2NC(=O)c3ccccc3N2)c1 (centres undefined)
Assay by compound,51,52,53,54
GLD-1 RNA inh,6,3,2,0
AGP1 TOR yeast,106,97,113,103
MEX-5 binding,-0.1,1.2,0.2,1.8
CIT2 TOR yeast,105,88,107,105
VLA-4 inh,17,-3,22,1
Fam108B counter,1,-1,0,1
GRK2 inh,1,6,0,1
BCLXL inh,0,10,0,-1
MCL1 BIM primary,3,3,0,-2

Screening results as filed in PubChem BioAssay.
